H1N1 NS1A inhibition: H1N1 influenza NS1A inhibitors, functional cell based assay (AID 504329) | NS1A functional cell-based assay, percent inhibition; higher % means a stronger effect | one-dose inhibition, % at 12.5 µM; IC50 in µM for titrated hits | 0.3% of 340,000 active; in the data active means a potency from the dose series; inconclusive means inhibition above about 27% without an active follow-up result; further: strong numbers were not always called active
PhoP GFP inhibition: PhoP regulon inhibitors, Salmonella typhi PhoP promoter GFP reporter, confirmatory (AID 1850). inhibition, % at 50 µM; hits with a dose series show IC50 in µM. Salmonella Typhi PhoP-promoter GFP reporter, fluorescence, 4 h; higher % means a stronger effect. 0.33% of 310,000 active; in the data active means a potency from the dose series; inconclusive means inhibition mostly from about 25% at the one dose, without a potency; inactive means the rest, 99 in 100 with inhibition below about 19%;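 further: 0% = induced wells with vehicle and 100% = uninduced wells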
VEEV TC-83 Vero: inhibitors of VEEV TC-83 cytopathic effect, confirmation, Vero cells (AID 588727); 0.13% of 350,000 active; Vero cells, VEEV TC-83 cytopathic effect inhibition; higher % means a stronger effect; inhibition, % at 20 µM, or IC50 in µM where a hit was titrated; in the data active means a potency from the dose series; inconclusive means inhibition mostly from about 14% at the one dose, without a potency; inactive means the rest, 99 in 100 with inhibition below about 12%; further: strong numbers were not always called active
M. tuberculosis HTS: M. tuberculosis growth inhibition, HTS (AID 449762). M. tuberculosis H37Rv growth inhibition, 7H9 media; higher % means a stronger effect. inhibition, % at 25 µM, or IC50 in µM where a hit was titrated. 0.59% of 330,000 active; in the data active means a potency from the dose series; inconclusive means inhibition above about 70% without an active follow-up result;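 further: bacterial growth assessed after seven days of incubation; strong numbers were not always called active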
tuberculosis growth: growth inhibition of non-replicating M. tuberculosis (AID 488890). Mycobacterium tuberculosis non-replicating, growth inhibition; higher % means a stronger effect. 0.39% of 320,000 active. inhibition, % at 25 µM, or IC50 in µM where a hit was titrated; in the data active means a potency from the dose series; inconclusive means inhibition mostly from about 82% at the one dose, without a potency; inactive means the rest, 99 in 100 with inhibition below about 76%;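 further: plate controls were DMSO cells for no effect and high antibiotic wells for full effect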
VEEV TC-83 Vero 10K pilot screen: further read-out of VEEV TC-83 Vero, marked with its call; inhibition, %; measured here: 10K pilot screen inhibition
Numbers without * were called inactive; i = inactive; ? = inconclusive; nt = no result given.

Start of the data: the first four records, ahead of the listing:
SMILES | H1N1 NS1A inhibition | PhoP GFP inhibition | VEEV TC-83 Vero | M. tuberculosis HTS | tuberculosis growth | others
O=C(Nc1cccc(C(=O)N2CCCCC2)c1)C1CCCC1 | -22% | nt | i | nt | nt
COCCn1c(SCC(=O)NC2CCCC(C)C2C)nc2ccccc2c1=O (stereo unspecified) | -5% | nt | 8.0% | nt | nt
CCC1(C)Cc2c(sc3nc(SCC(=O)c4ccccc4)[nH]c(=O)c23)CO1 (stereo unspecified) | -17% | 6% | 6.1% | -5% | -6%
O=C(CCC1CCCN(C(=O)c2cc(C3CC3)[nH]n2)C1)N1CCN(c2ccccn2)CC1 (stereo unspecified) | 12% | -2% | 1.9% | -5% | 0%

This part in full, from the first entry:
SMILES | H1N1 NS1A inhibition | PhoP GFP inhibition | VEEV TC-83 Vero | M. tuberculosis HTS | tuberculosis growth | others
O=C(Nc1cccc(C(=O)N2CCCCC2)c1)C1CCCC1 | -22% | nt | i | nt | nt
COCCn1c(SCC(=O)NC2CCCC(C)C2C)nc2ccccc2c1=O (stereo unspecified) | -5% | nt | 8.0% | nt | nt
CCC1(C)Cc2c(sc3nc(SCC(=O)c4ccccc4)[nH]c(=O)c23)CO1 (stereo unspecified) | -17% | 6% | 6.1% | -5% | -6%
O=C(CCC1CCCN(C(=O)c2cc(C3CC3)[nH]n2)C1)N1CCN(c2ccccn2)CC1 (stereo unspecified) | 12% | -2% | 1.9% | -5% | 0%
Nc1ccc(C(=O)OCc2nc3ccccc3[nH]2)cc1 | -20% | 2% | 2.6% | 3% | -1%
CCn1ncc(CNC(=O)c2cccc([N+](=O)[O-])c2)c1C | nt | -7% | nt | -2% | -4%
CC(C)CN(C(=O)CSc1nc(N)cc(N)n1)C1CCS(=O)(=O)C1 (stereo unspecified) | -5% | nt | 8.8% | -6% | 3%
Cc1c(Br)c(=O)[nH]c(=O)n1COCc1ccccc1 | 3% | 4% | 0.7% | 8% | 2%
O=C(N/N=C/c1cccc(O)c1)c1ccc(NC(=O)C2CCCCC2)cc1 | 2% | -5% | ? | -2% | 22%
COc1ccc2c(C)c(C(=O)N3CC[C@@H](N4CCC(O)CC4)[C@H](O)C3)oc2c1 | -11% | -6% | 6.8% | -5% | -9%
CCn1cc([N+](=O)[O-])c(C(=O)Nc2c(C)nn(Cc3c(F)c(F)c(F)c(F)c3F)c2C)n1 | 1% | 5% | 0.8% | -14% | -14%
CN(C)S(=O)(=O)c1cccc(C(=O)OCC(=O)c2ccc3c(c2)NC(=O)CO3)c1 | 1% | -2% | 0.5% | -13% | -7%
CC(C)(Oc1ccc(Cl)cc1)C(=O)NC1CCN(Cc2ccccc2)CC1 | -4% | 0% | 1.9% | 11% | 10%
C/C(=N\NS(=O)(=O)c1cccc([N+](=O)[O-])c1)c1cc2ccccc2o1 | 6% | -16% | 3.1% | -10% | 27%
CCc1ccc2c(CC(=O)NNC(=O)c3ccncc3)coc2c1 | -9% | nt | 1.7% | -15% | 66%
CCOC(=O)c1cccc(NC(=O)CSc2nnc(-c3cccnc3)n2CC)c1 | 4% | -4% | 7.3% | 7% | 9%
Cc1ccc(N(C(=O)c2snc(C(N)=O)c2N)C(C(=O)NCC2CCCO2)c2ccc(C)o2)c(C)c1 (stereo unspecified) | 4% | 0% | 0.3% | 4% | 35%
O=C(Cc1ccc(Cl)cc1)N/N=C1\CCCc2ccccc21 | -7% | 0% | 1.5% | 8% | -7%
Cn1ncc(Cl)c1C(=O)NNC(=O)Nc1cccc2ccccc12 | 0% | -7% | 4.3% | -5% | -17%
COc1ccc(CNC(=O)/C=C/c2ccc(S(=O)(=O)NCc3ccco3)cc2)cc1OC | 0% | -3% | i | 0% | 12%
COc1cc2cc(C(=O)O)n(C)c2c(OC)c1OC | 1% | 7% | i | -6% | -4%
Nc1nnc(-c2ccc([N+](=O)[O-])o2)s1 | 2% | nt | 1.3% | nt | nt
COc1ccc(N(CC(=O)NCc2cccs2)S(=O)(=O)c2cccc(C)c2)cc1 | -5% | nt | 8.6% | nt | nt
COc1ccc(S(=O)(=O)NCC(=O)Nc2ccc(F)cc2)cc1 | -13% | nt | i | -1% | 8%
Cc1c(Cl)cccc1NC(=S)N(Cc1ccccc1)Cc1cccnc1 | -5% | 6% | 2.8% | 11% | 19%

Compounds from the list above that contain an NH in an aromatic ring, in the order listed:
SMILES | H1N1 NS1A inhibition | PhoP GFP inhibition | VEEV TC-83 Vero | M. tuberculosis HTS | tuberculosis growth | others
CCC1(C)Cc2c(sc3nc(SCC(=O)c4ccccc4)[nH]c(=O)c23)CO1 (stereo unspecified) | -17% | 6% | 6.1% | -5% | -6%
O=C(CCC1CCCN(C(=O)c2cc(C3CC3)[nH]n2)C1)N1CCN(c2ccccn2)CC1 (stereo unspecified) | 12% | -2% | 1.9% | -5% | 0%
Nc1ccc(C(=O)OCc2nc3ccccc3[nH]2)cc1 | -20% | 2% | 2.6% | 3% | -1%
Cc1c(Br)c(=O)[nH]c(=O)n1COCc1ccccc1 | 3% | 4% | 0.7% | 8% | 2%

Following part
SMILES | H1N1 NS1A inhibition | PhoP GFP inhibition | VEEV TC-83 Vero | M. tuberculosis HTS | tuberculosis growth | others
O=C(NC1CCOC1)c1cc(COc2cccc(C(F)(F)F)c2)on1 (stereo unspecified) | 4% | -12% | 4.3% | 1% | 29%
CCc1cccc(CC)c1NC(=O)CSc1nnc(CCC(=O)O)c(=O)[nH]1 | -3% | -10% | 1.7% | 1% | -9%
NC(=O)COc1ccc(C2c3c(oc4ccccc4c3=O)C(=O)N2CC2CCCO2)cc1 (stereo unspecified) | -8% | -4% | 5.2% | -10% | 36%
Cc1ccc(O)c(-c2cc(-c3cccc(F)c3)n[nH]2)c1 | 11% | -1% | 4.5% | ? | -5%
C/C(=N\OC(=O)c1ccc(Cl)cc1)c1nccs1 | -2% | -3% | i | -2% | 0%
COCCNC(=O)c1onc(CSc2ccccc2)c1C(=O)NCCOC | -5% | -1% | 0.7% | 0% | -11% | VEEV TC-83 Vero 10K pilot screen=0.8
O=C1CCCCC1Sc1nnc(-c2ccc3c(c2)OCO3)o1 (stereo unspecified) | -12% | 11% | 0.5% | 6% | 1.8µM*
Cc1ccc2c(c1)N(S(=O)(=O)c1cc(-c3cc(C)no3)ccc1C)CCO2 | 7% | 2% | 5.2% | -9% | 11%
Cc1ccc(CNC(=O)c2ccc(N3CCC4(CC3)CC(c3ccccc3)=NO4)c(NC(=O)c3ccccc3)c2)cc1 | 2% | 3% | 0.4% | 3% | -14%
CCOC(=O)C1(Cc2cccc(Cl)c2)CCCN(C(=O)c2occc2C)C1 (stereo unspecified) | -3% | 0% | 0.8% | -3% | 13%
CCCCCNCC(=O)Nc1cccc(C(=O)Nc2cccc(C(F)(F)F)c2)c1 | 2% | 6% | i | ? | 57%
COc1ccc(N2CCN(C(=O)CN(C3CCCCC3)S(C)(=O)=O)CC2)cc1 | 1% | 4% | i | 3% | -3%
CN1C(C(=O)NCCc2cccs2)CC2Cn3c(nc4cc5ccccc5cc43)C21 (stereo unspecified) | 2% | -3% | 0.9% | -2% | 36%
COC(=O)CN1C(=O)[C@H]2[C@@H](/C=C/c3ccccc3)N3C(=O)CN(CC4CC4)C(=O)[C@@]3(Cc3ccccc3)[C@H]2C1=O | 14% | 9% | 0.0% | -4% | 8%
C=CCOc1ccc(/C=C2\SC(=S)N(N3CCOCC3)C2=O)cc1 | 4% | -1% | 8.8% | -14% | -21%
Cc1cccc(C)c1NC(=O)CN(C)CC(=O)c1c(N)n(Cc2ccccc2)c(=O)n(C)c1=O | -2% | nt | 2.0% | -3% | 17%
CCOC(=O)c1cc2c(nc1N)CCCC2 | -3% | 7% | 0.2% | -4% | 9%
CCOC(=O)NC(NC(=O)OCC)C(=O)c1ccccc1 | 20% | -15% | 1.5% | 3% | 6%
CCOc1ccc2nc(SCC(=O)c3ccccc3)sc2c1 | -7% | -2% | 1.5% | 4% | 72%
O=C(Nc1nnc(S(=O)(=O)Cc2ccc(F)cc2)s1)c1ccccc1F | -5% | 5% | 2.4% | -3% | 68%
COc1ccccc1N1CCN(C(=O)Cn2nnc(-c3ccncc3)n2)CC1 | 3% | 11% | 0.5% | 4% | 6%
COc1ccc([N+](=O)[O-])cc1NC(=O)C1CCCN1S(=O)(=O)c1cccs1 (stereo unspecified) | -4% | 0% | 2.5% | 5% | 8%
COc1ccc(Cl)cc1C(=O)NNC(=O)CCNC(C)=O | 4% | -6% | 0.3% | 4% | 7%
COC(=O)NCC(c1ccc2c(c1)OCO2)N1CCN(c2ccccc2)CC1 (stereo unspecified) | 6% | 8% | i | 6% | 1%
COc1ccccc1CN1CC(C(=O)NCCN2CCOC2=O)CCC1=O (stereo unspecified) | 14% | -3% | 1.0% | -6% | -6%

(listing goes on)
SMILES | H1N1 NS1A inhibition | PhoP GFP inhibition | VEEV TC-83 Vero | M. tuberculosis HTS | tuberculosis growth | others
N#Cc1cccc(NC(=O)Cc2ccccc2)c1 | 7% | 1% | 0.8% | -1% | 0%
COc1ccc(OC)c(NC(=O)CSc2nnc(Cn3nnc4ccccc43)n2C)c1 | 9% | -17% | 1.2% | -6% | 32%
O=S(=O)(NC(=S)NC1CCCCC1)c1ccc(Cl)cc1 | -26% | 6% | 1.1% | 6% | ?
O=C(CSc1n[nH]c(-c2ccccc2)n1)Nc1ncccn1 | -21% | -10% | 2.5% | -2% | -16%
CCc1nccn1S(=O)(=O)c1cccc([N+](=O)[O-])c1 | -4% | 7% | 1.4% | 6% | -11%
CC(C)(C)C(=O)Nc1ccc(-c2cn3cccnc3n2)cc1 | -4% | 5% | 2.0% | 10% | -4%
C/C(=N/NC(=O)CNC(=O)c1cccnc1)c1ccccc1 | 7% | 2% | 0.1% | -4% | -3%
Cc1nn(C)c(Oc2cccc(Cl)c2)c1C(=O)O | 2% | 11% | 1.2% | -6% | -16%
COc1ccc(S(=O)(=O)N(C)CC(=O)NC2CCCCC2)cc1OC | -8% | 17% | 1.2% | 6% | 3%
O=C(COc1ccc(Cl)cc1Cl)NCCC1=CCCCC1 | -7% | -20% | 3.5% | 58% | 72%
O=C(COc1ccc(Cl)cc1Cl)NN1C(=O)C2C3C=CC(C3)C2C1=O (stereo unspecified) | 8% | 4% | 4.7% | -5% | 0%
O=C(CC1SC(=Nc2cccc3ccccc23)N(Cc2ccccn2)C1=O)Nc1ccccc1Br (stereo unspecified) | 14% | -7% | 1.7% | 0% | -20%
CCCCn1c(SCC(=O)N2CCC(C)CC2)nc2ccsc2c1=O | -12% | -10% | 10% | -5% | 30%
COc1cccc(OCCNc2cc(N3CCCCC3)ccc2[N+](=O)[O-])c1 | 13% | 1% | 0.9% | 2% | 2%
COCCn1c(SCC(=O)Nc2ccccc2)nnc1-c1ccoc1C | 4% | 4% | i | 2% | -6%
O=C(O)c1ccc(Cl)cc1NC(=O)C1CCCO1 (stereo unspecified) | -7% | -6% | i | -6% | -5%
COc1ccc(OC)c2[nH]c(=O)c(CCNC(=O)COc3ccccc3)cc12 | -2% | 16% | 7.9% | 3% | -6%
COc1ccc(-c2nc(-c3ccccc3)no2)c(OC)c1 | 2% | 5% | 2.2% | 48% | 39%

Bioassay records (PubChem)
